# CRFBP-R2 block – CRF-BP/CRF-R2 complex antagonism. HEK293 CRF-R2/CRF-BP, CRF-induced calcium fluorescence. actives 0.59% (n = 350,000). inhibition, % at 11.8 µM;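 active = inhibition of the ligand-induced calcium signal above about 50% at the single tested concentration, limit read from the data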
# M1 PAM – potentiates human M1 receptor response to acetylcholine. P11229. AID 588819. actives 0.088% (n = 360,000). CHO-K1 hM1, Fluo-8 calcium fluorescence, ACh EC20; 0% = ACh EC20, 100% = maximal ACh. activation, % at 3 µM; in the data active = activation above about 19%, passing the limit was not always enough
# CHRM5 agonist – CHRM5 agonism in calcium assay. AID 624037. CHO-K1 hM5 cells, Fluo-8 calcium fluorescence; 0% DMSO wells, 100% maximal acetylcholine response. P08912. activation, % at 3 µM. actives 0.19% (n = 360,000);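 active = activation above the run's mean over test compounds plus 3 SD, cut at about 23% in these data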;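 note: signal is peak over basal fluorescence ratio across the kinetic read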
# Target sequence (P08912 whole entry, looked up): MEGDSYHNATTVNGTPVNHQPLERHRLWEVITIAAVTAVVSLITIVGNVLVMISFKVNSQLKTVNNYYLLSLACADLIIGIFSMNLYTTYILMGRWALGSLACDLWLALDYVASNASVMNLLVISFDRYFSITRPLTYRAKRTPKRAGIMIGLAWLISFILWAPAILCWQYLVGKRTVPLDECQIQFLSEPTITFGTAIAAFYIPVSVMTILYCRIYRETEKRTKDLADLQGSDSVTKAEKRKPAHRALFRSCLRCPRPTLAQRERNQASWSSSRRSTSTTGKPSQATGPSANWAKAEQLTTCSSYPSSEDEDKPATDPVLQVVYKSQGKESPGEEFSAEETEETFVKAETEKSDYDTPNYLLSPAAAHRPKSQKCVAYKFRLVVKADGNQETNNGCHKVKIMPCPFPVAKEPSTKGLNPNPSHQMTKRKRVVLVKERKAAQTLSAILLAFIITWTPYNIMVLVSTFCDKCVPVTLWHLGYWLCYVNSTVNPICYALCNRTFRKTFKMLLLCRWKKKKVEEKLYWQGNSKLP
# CRFBP-R2 agonist – CRF-BP/CRF-R2 complex agonism | actives 0.46% (n = 350,000) | activation, % at 13.2 µM | HEK293 CRF-R2/CRF-BP, calcium dye fluorescence (FLIPR); percent of saturating CRF peptide response | AID 588473;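 active = activation of at least 50%, plus an integration ratio under a set limit after plate pattern correction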;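 note: plate controls were neutral control wells without compound for no effect and CRF at EC100 for full effect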
# M4 antag – antagonists of human muscarinic M4 receptor (CHRM4). P08173. CHO-hM4 cells, ACh EC80, Fluo-8 calcium fluorescence. inhibition, % at 3 µM. actives 0.73% (n = 360,000). AID 624125;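 active = inhibition above its plate's cutoff, the mean inhibition of sample wells plus 3 SD, cut at about 27% in these data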;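 note: 0% = acetylcholine EC80 with DMSO and 100% = DMSO without agonist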
# Target sequence (P08173 whole entry, looked up): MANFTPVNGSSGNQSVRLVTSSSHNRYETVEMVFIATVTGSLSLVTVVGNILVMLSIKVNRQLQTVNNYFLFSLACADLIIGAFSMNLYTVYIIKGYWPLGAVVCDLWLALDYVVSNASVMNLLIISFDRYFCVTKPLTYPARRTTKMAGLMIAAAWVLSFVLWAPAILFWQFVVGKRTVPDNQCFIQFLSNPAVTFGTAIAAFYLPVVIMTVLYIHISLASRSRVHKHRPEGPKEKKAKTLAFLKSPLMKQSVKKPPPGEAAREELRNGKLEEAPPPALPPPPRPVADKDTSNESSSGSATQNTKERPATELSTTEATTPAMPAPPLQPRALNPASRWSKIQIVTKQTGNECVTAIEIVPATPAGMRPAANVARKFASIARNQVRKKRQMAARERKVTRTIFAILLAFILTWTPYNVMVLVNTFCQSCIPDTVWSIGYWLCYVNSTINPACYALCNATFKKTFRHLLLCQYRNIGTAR
# M4 ag – agonists of human muscarinic M4 receptor (CHRM4); P08173; CHO-K1 hM4/Gqi5, Fluo-8 calcium fluorescence; vehicle 0%, full acetylcholine response 100%; activation, % at 3 µM; actives 0.14% (n = 360,000); AID 624127;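 active = activation above the run mean over all test wells plus 3 SD, cut at about 32% in these data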;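 note: peak over basal fluorescence ratio per well then scaled between controls; 0% = DMSO wells and 100% = acetylcholine at EC100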
# CHRM5 PAM – positive allosteric modulators of human muscarinic M5 receptor. P08912. CHO-K1 hM5, Fluo-8 calcium, ACh EC20 PAM; 0% = ACh EC20, 100% = ACh EC100. activation, % at 3 µM. actives 0.3% (n = 360,000). AID 624038;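 active = activation above the run cutoff, the mean activation of all test compounds plus 3 SD, cut at about 18% in these data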
#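 System: CHO-K1 cell line with stable human muscarinic M5 receptor expression | Also added: EC20 acetylcholine as agonist stimulus | Compound: One concentration, 3 µM final (nominal) | Timing: Fluo-8 loading 80 min at 37 °C plus 30 min room temperature | Measured by: Fluo-8 calcium dye fluorescence, kinetic read | Read-out basis: % activation, ACh-normalized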
# CHRM5 antagonist – antagonists of human muscarinic M5 receptor (CHRM5) | actives 0.59% (n = 360,000) | CHO-hM5 cells, Fluo-8 calcium fluorescence, ACh EC80 | P08912 | inhibition, % at 3 µM;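 active = inhibition above a per-plate cutoff, the mean of that plate's test compounds plus 3 SD, cut at about 27% in these data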;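 note: 0% = acetylcholine EC80 with DMSO and 100% = DMSO without agonist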
# CHRM4 PAM – CHRM4 positive allosteric modulation; CHO-K1 hM4/Gqi5, Fluo-8 calcium fluorescence, ACh EC20; 0% = ACh EC20, 100% = maximal ACh; activation, % at 3 µM; actives 0.4% (n = 360,000);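 active = activation above its plate's cutoff, the mean activation of sample wells plus 3 SD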; note: some results filed as inactive read as strong as hits
# Numbers without * were called inactive; x = not tested or not shown.
SMILES,CRFBP-R2 block,M1 PAM,CHRM5 agonist,CRFBP-R2 agonist,M4 antag,M4 ag,CHRM5 PAM,CHRM5 antagonist,CHRM4 PAM
Cc1cc2c(N=NC(=O)C3CC3c3ccccc3)c(O)[nH]c2cc1Br (stereo unspecified),29,9,-1,-2.6,-2,-2,-2,4,2
COCC(=O)N(C)[C@H]1C[C@H]2c3[nH]c4ccccc4c3CCN2C(=O)[C@H]1[C@H](C)O,-2,0,3,9.1,-1,2,4,-10,-4
O=C(c1ccc(NS(=O)(=O)c2cccc(F)c2)cc1)N1CCCC1,-10,3,-3,-0.9,0,0,-1,3,-1
COc1cc(OC)cc(C(=O)N(Cc2nc(-c3cccc(C)c3)no2)C(C)C)c1,-6,7,-5,-0.2,5,0,-2,1,-2
CCC1CCCCN1C(=O)/C=C/c1ccc2c(c1)OCO2 (stereo unspecified),7,4,4,-0.5,-3,0,-2,1,-2
COc1cc(NC(=O)c2cccs2)ccc1NC(=O)c1ccccc1Cl,2,3,-1,0.7,1,5,-1,9,-3
CCc1ccc(-c2nc(CS(=O)CC(=O)O)c(C)o2)cc1 (stereo unspecified),7,4,0,-0.6,-5,0,4,0,7
CN(C)S(=O)(=O)c1ccc(C(=O)NCCOc2ccccc2)cc1,-11,1,-5,-1.8,-1,2,-8,-1,-2
CCOc1ccc(Nc2nc(N)nc(CSC(=S)N3CCN(c4ccccc4)CC3)n2)cc1,-1,-9,1,1.1,-5,0,-8,11,-7
CNC(=O)NC(=O)COC(=O)CCCOc1ccc(OC)cc1,0,1,-6,0.5,0,2,-12,7,8
O=S(=O)(c1cccc(C(F)(F)F)c1)N1CCCC1c1cccnc1 (stereo unspecified),-7,1,-5,2.8,-17,3,-4,15,1
CC(C)c1ccccc1NS(=O)(=O)N(C)C,4,8,-3,0.0,-10,2,-7,-5,6
CC(C)C1Oc2ccccc2N(CC(=O)NC2CCCCC2)C1=O (stereo unspecified),-5,-3,-4,0.2,1,0,-3,-1,1
O=C(CSc1nnc(SCc2cccc3ccccc23)s1)N/N=C/c1c[nH]c2ccccc12,-12,-4,-1,-3.8,15,1,-2,1,4
Cc1c(NS(=O)(=O)c2cccc(C(=O)NCc3ccccc3Cl)c2)c(=O)n(-c2ccccc2)n1C,-8,4,-3,-2.1,-5,5,-3,6,-5
CCOc1ccc(S(=O)(=O)N2CCC(C(=O)NCc3ccco3)CC2)cc1C,8,3,-5,-0.1,11,-1,-4,3,-9
O=C(NCC1CC1)c1ccc2sc([C@@H]3O[C@H](CO)[C@H](O)[C@H](O)[C@H]3O)nc2c1,x,14,-1,x,3,1,2,4,8
S=C(NCc1ccncc1)Nc1ccc(Cl)c(Cl)c1,5,-6,13,2.2,6,18,-13,19,-10
CC(C)(C)OC(=O)C[C@@H]1C/C=C\C[C@@H](CC(=O)NCCO)C(=O)NC[C@@H](c2ccccc2)OC1=O,-6,8,5,-1.9,3,1,5,2,4
O=C(CSc1nc(-c2ccc(F)cc2)cs1)Nc1ccccn1,-4,10,0,2.5,5,1,-2,10,16
O=C(c1ccc(NS(=O)(=O)c2ccccc2)cc1)N1CCOCC1,-3,13,3,1.1,-6,3,5,-10,-4
CCOC(=O)[C@]12CCC=C1N(Cc1ccco1)C(=O)[C@H](CC(=O)NCC13CC4CC(CC(C4)C1)C3)C2,x,x,1,x,1,0,-5,1,-3
COc1cccc(NC(=O)CN2C(=O)C(c3ccc(C)cc3)=NC23CCCCCC3)c1,17,7,0,-1.6,5,-1,-6,7,0
COc1ccccc1CNc1nc(C)c(C(C)=O)s1,-2,-8,6,1.0,11,8,-10,16,-13
CCOC(=O)c1sc(NC(=O)c2cc(-c3cccc(O)c3)on2)c(C(=O)OCC)c1C,3,1,1,0.2,-1,2,-1,2,0
COc1ccc(Cc2c(-c3cccc(Br)c3)nc3ccc(Br)cn23)c(C)c1,x,-1,0,x,1,-1,8,2,4
FC(F)(F)COc1nc(N/N=C/c2cccnc2)nc(N2CCCCC2c2ccccn2)n1 (stereo unspecified),-2,4,-2,2.6,-2,-1,8,4,8
O=C(COC(=O)C1CCN(c2ccc(C(F)(F)F)cn2)CC1)NCc1ccc(F)cc1,15,5,-4,0.1,-6,4,0,3,-1
O=C1Cc2ccccc2C(=O)N1c1ccccc1,18,-1,-1,-0.5,6,2,-2,4,13
COc1cccc(N/N=C(\C#N)S(=O)(=O)C(C)(C)C)c1,-20,-4,1,5.2,-4,3,-4,16,1
N#Cc1ccc(C(=O)NC2CCCCCCC2)cc1,-14,11,-2,0.1,-1,16,7,-6,2
CCCCCC1CCC(c2ccc(C(N)=O)cc2)CC1 (stereo unspecified),-1,3,1,-0.7,-5,0,-8,7,3
Cc1nc2ccccc2c(=O)n1NC(=O)/C=C/c1ccc(Br)cc1,-27,-3,0,0.9,-7,5,-8,6,-4
CN(C(=O)COC(=O)c1n[nH]c2ccccc12)C1CCS(=O)(=O)C1 (stereo unspecified),-3,1,-3,-2.4,2,1,-1,8,4
Cn1c(NCCCO)nc2c(c1=O)C1(CCCCC1)Cc1ccccc1-2,-22,-1,2,1.9,-3,6,5,8,11
CC(C)=NNC1=NC(C)(C)Cc2ccccc21,1,7,-1,-0.4,18,1,-3,1,7
Cc1c(OCC(=O)NCCCN2CCCC2=O)ccc2c3c(c(=O)oc12)CCC3,14,-7,-2,5.0,7,1,-3,9,-6
CCOC(=O)C1=C(C(=O)OCC)N(Cc2ccccc2)CCC1=O,9,3,1,-1.6,-2,0,-3,1,-2
CC(C)(C)c1cc(NC(=O)CSc2nnc(NCc3ccccc3)s2)n(-c2ccccc2)n1,-19,-9,-6,-2.4,-3,4,-2,4,-3
Nc1sc(-c2ccccc2)cc1C(=O)NCCc1ccc(Cl)cc1,x,x,3,x,5,3,-4,3,-7
N#Cc1c(N2CCCCC2)nc(N2CCCCC2)c2c1CCN(Cc1ccccc1)C2,-31,-18,-12,5.0,9,-1,9,-2,-14
CC1CN(C(=O)NCc2ccccc2)c2cc(Cl)ccc2O1 (stereo unspecified),3,-5,-9,-2.6,-2,0,-6,10,-7
COc1ccc(C(=O)NNC(=O)CSc2nnc(C3CC3)n2C)cc1,14,8,-3,1.1,-1,1,3,1,3
Cc1c(NC(=O)Nc2ccccc2Cl)sc(=S)n1C,0,2,1,-0.6,8,2,-2,0,-1
NNC(=O)c1oc2nc(-c3cccs3)cc(-c3ccco3)c2c1N,x,4,0,x,14,13,15,25,26*
CC(C)CNC(=O)c1cccc(NC(=O)c2ccc(Cl)c([N+](=O)[O-])c2)c1,-23,-15,6,-0.7,4,17,-21,16,-12
CCN(CC(=O)Nc1c(F)cccc1F)C(=O)c1ccc(Sc2nncn2C)c([N+](=O)[O-])c1,-3,18,-3,-1.4,0,2,0,5,9
O=C(Cc1ccccc1)NCCc1cccc(Cl)c1,10,7,-3,-3.5,7,-1,-1,2,5
COc1ccc2c(c1)c[n+](C)c1c3cc(OC)c(OC)cc3ccc21,x,x,0,x,3,1,-2,0,4
COC(=O)C1=CN(c2ccc(F)cc2)C(N)=C(C#N)C1c1ccc(-c2ccccc2)cc1 (stereo unspecified),x,x,-1,x,-7,1,3,-12,-3
O=C(COC(=O)Cc1n[nH]c(=O)c2ccccc12)Nc1cccc(C(F)(F)F)c1,-10,-1,-2,-0.9,-9,3,-1,2,1
Cc1ccnc(NC(=O)COC(=O)c2ccc(F)cc2F)n1,-40,7,0,4.1,-1,1,-1,-3,-4
CC1Oc2ccc(C#N)cc2N(Cc2cccc(F)c2)C1=O (stereo unspecified),x,3,-3,x,-12,-1,-8,-1,4
Cc1ccc(N(C(=O)CNC(=O)c2ccco2)C(C(=O)NC2CCCCC2)c2cccnc2)cc1F (stereo unspecified),1,12,-3,-0.2,7,1,1,7,-2
CCN(C(=O)CSc1nc2ccccc2n1CCc1ccccc1)C1CCS(=O)(=O)C1 (stereo unspecified),-5,-8,-4,0.3,2,4,-6,-2,1
COc1cccc(-n2c(C)c(C(C)=O)c(C(C)=O)c2C)c1,-7,-10,-1,-2.3,5,0,1,1,-4
CCOc1c(S(=O)(=O)N2CCCC2)ccc(Cl)c1Cl,-2,4,-4,0.7,2,0,1,1,4
CCOc1ccc(NC(=O)C2CCCN2C(=O)NC2CCCCC2)cc1 (stereo unspecified),8,6,-2,-0.5,-1,1,0,16,-3
CCOC(=O)C1=C(c2ccccc2)O/C(=C(/C(=O)OC)C(F)(F)F)S1,2,2,1,1.9,-4,0,-2,1,-9
COC(=O)Cc1n[nH]c(=O)c2ccccc12,-7,9,1,-0.1,-6,1,0,-6,11

# Random excerpt: 3 compounds from above.
SMILES,CRFBP-R2 block,M1 PAM,CHRM5 agonist,CRFBP-R2 agonist,M4 antag,M4 ag,CHRM5 PAM,CHRM5 antagonist,CHRM4 PAM
Cc1ccc(N(C(=O)CNC(=O)c2ccco2)C(C(=O)NC2CCCCC2)c2cccnc2)cc1F (stereo unspecified),1,12,-3,-0.2,7,1,1,7,-2
CCOc1c(S(=O)(=O)N2CCCC2)ccc(Cl)c1Cl,-2,4,-4,0.7,2,0,1,1,4
Cc1ccnc(NC(=O)COC(=O)c2ccc(F)cc2F)n1,-40,7,0,4.1,-1,1,-1,-3,-4

# Some of these compounds in order of the M1 PAM value, low to high:
Molecule,M1 PAM
CN(C(=O)COC(=O)c1n[nH]c2ccccc12)C1CCS(=O)(=O)C1 (stereo unspecified),1
O=C(CSc1nc(-c2ccc(F)cc2)cs1)Nc1ccccn1,10
N#Cc1ccc(C(=O)NC2CCCCCCC2)cc1,11

# The listing continues.
SMILES,CRFBP-R2 block,M1 PAM,CHRM5 agonist,CRFBP-R2 agonist,M4 antag,M4 ag,CHRM5 PAM,CHRM5 antagonist,CHRM4 PAM
Cc1c(C(c2ccc([N+](=O)[O-])cc2)c2c(C)n(C)n(-c3ccccc3)c2=O)c(=O)n(-c2ccccc2)n1C,-19,5,-2,0.8,-7,0,-4,4,5
N#Cc1c(NC(=O)COC(=O)c2ccc(F)cc2)sc2c1CCC2,9,1,2,-0.8,5,0,-7,-8,1
CC(C)CN(C(=O)CSc1ccc2c(c1)OCCO2)c1c(N)n(CC(C)C)c(=O)[nH]c1=O,-9,11,-2,-2.3,10,3,-4,26,3
Cn1c(=O)n(C)c2cc(/C=N/NC(N)=S)ccc21,-8,0,-1,2.4,4,1,8,-9,4
Cc1ccc(C(=O)N2CCC3(CC2)Oc2ccc(Cl)cc2C(=O)C32CC(c3ccc(Cl)cc3)=NO2)s1 (stereo unspecified),12,5,1,2.4,3,2,-4,11,-2
COc1cc(CC(=O)OCC(=O)Nc2sccc2C(N)=O)cc(OC)c1OC,-9,-9,10,-1.4,9,24,-33,26,-16
CCOC(=O)NN1C(=O)c2ccccc2NC1c1cccs1 (stereo unspecified),-6,13,-2,-0.9,1,1,-2,15,-4
O=C(NCc1ccccc1Cl)NC(=O)c1csc([N+](=O)[O-])c1,-21,2,0,0.7,2,0,7,3,4
O=c1[nH]c(SCc2ccc(F)cc2)nc2c1cnn2-c1ccc(F)cc1,2,8,1,-1.2,-7,1,-2,5,1
COC(=O)COc1ccc(C(=O)Cn2c(NCCCO)nc3ccccc32)cc1,4,12,-2,-1.6,-1,1,2,0,2
Cc1c(Cl)cccc1NC(=O)CSc1nnc(CCNC(=O)OC(C)(C)C)o1,14,0,-1,-0.3,-3,1,3,-6,9
CSc1ncccc1C(=O)OCC(=O)c1cc2ccccc2o1,30,-1,-1,1.8,-16,2,-4,-8,14
Cc1c(Br)cc(C(=O)N2CCCC2)c(C)c1C,-8,12,0,-0.9,-1,0,0,1,7
Cc1ccc(NC(N)=S)cc1,27,20,0,-2.1,-6,1,4,-2,4

# Source: PubChem
